# dFosB act: activators of delta FosB homodimer, primary screen, biochemical, fluorescence polarization, TAMRA-CDK5 oligo, single point; purified delta FosB; percent of positive-control signal above neutral wells; activation, % at 25 µM; actives 0.99% (n = 340,000);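 active = mean activation above about 17%, with every replicate also reaching it, limit read from the data, passing the limit was not always enough; inconclusive = only one of the two conditions met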;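 note: fluorescence polarization rise as delta FosB binds a TAMRA Cdk5 AP-1 oligo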
# Target sequence (P13346 whole entry, looked up): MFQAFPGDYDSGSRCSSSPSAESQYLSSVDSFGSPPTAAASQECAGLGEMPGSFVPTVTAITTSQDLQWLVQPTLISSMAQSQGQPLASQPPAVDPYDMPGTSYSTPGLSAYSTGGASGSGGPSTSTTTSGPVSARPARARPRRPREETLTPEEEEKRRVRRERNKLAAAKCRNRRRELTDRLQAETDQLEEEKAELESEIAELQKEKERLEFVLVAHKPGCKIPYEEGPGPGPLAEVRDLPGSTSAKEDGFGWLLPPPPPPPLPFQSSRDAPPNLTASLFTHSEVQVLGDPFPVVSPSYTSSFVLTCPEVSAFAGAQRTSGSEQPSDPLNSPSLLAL
# CDK5 p35 inh: inhibitors of human CDK5/p35 kinase, primary screen, biochemical, single concentration. inhibition, % at 10 µM. Recombinant CDK5/p35, ADP-Glo luminescence, 60 min. actives 0.01% (n = 330,000);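 active = highest replicate inhibition of at least 50% and at least 75% of replicates reaching 50%; inconclusive = only one of the two criteria met; inactive = both criteria failed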;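 note: plate controls were DMSO neutral control for no effect and GW8510 at 10 µM for full effect; many of its hits are not listed in these tables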
# Target sequence (Q00535 whole entry, looked up): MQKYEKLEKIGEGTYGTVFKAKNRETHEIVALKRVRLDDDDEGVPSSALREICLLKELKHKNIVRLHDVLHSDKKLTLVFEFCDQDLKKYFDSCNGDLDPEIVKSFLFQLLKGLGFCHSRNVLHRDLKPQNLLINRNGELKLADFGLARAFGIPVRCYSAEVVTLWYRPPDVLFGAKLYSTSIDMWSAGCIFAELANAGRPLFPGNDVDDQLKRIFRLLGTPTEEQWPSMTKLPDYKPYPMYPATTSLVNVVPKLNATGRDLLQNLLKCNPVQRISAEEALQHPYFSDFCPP
# Target sequence (Q15078 whole entry, looked up): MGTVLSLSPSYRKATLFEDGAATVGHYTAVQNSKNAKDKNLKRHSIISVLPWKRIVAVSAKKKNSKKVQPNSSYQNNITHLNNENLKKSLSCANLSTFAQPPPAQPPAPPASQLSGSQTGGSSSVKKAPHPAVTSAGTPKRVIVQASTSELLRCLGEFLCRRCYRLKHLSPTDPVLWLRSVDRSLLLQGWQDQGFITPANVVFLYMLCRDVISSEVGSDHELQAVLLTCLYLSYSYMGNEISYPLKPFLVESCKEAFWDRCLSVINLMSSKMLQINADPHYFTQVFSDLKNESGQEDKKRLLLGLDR
# MITF act: activators of MITF-driven TRPM1 promoter reporter, primary screen, cell-based, SK-MEL-5, luciferase, single point; SK-MEL-5 TRPM1-promoter luciferase, 24 h; % of positive control, neutral wells = 0; activation, % at 12.5 µM; actives 0.75% (n = 300,000);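 active = mean activation of at least 80% with every replicate also reaching 80%; inconclusive = mean reaches 80% but some replicate falls short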;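 note: 0% = neutral control wells and 100% = parthenolide positive control wells; values of inactives mirror those of a sister screen read the other way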
# SR-BI DiI inh: inhibitors of SR-BI mediated HDL lipid uptake, primary screen, ldlA[mSR-BI] cells, fluorescence, single point; Scavenger receptor class B member 1 (Mus musculus), Q61009; ldlA[mSR-BI] CHO cells, DiI-HDL uptake fluorescence, 3 h; inhibition, % at 12.5 µM; actives 0.96% (n = 320,000); AID 488896, 2010;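 active = mean replicate inhibition of at least 70% and a set share of replicates each scoring 70 or more; inconclusive = meets just one of the two criteria; inactive = fails both criteria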;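 note: 0% = median of neutral control wells and 100% = median of positive control wells; values of inactives mirror those of a sister screen read the other way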
# HTR5A inv ag: HTR5A inverse agonists in luminescence cell assay, primary screen, counter-screen for OPRM1-OPRD1 heterodimer inverse agonist project, full-deck HTS; 5-hydroxytryptamine receptor 5A (Homo sapiens), P47898; HTR5A cell line, inverse agonism; inhibition, % at 9.3 µM; actives 0.083% (n = 340,000); AID 504634, 2011; in the data active = inhibition mostly above about 23%, no sharp cut-off; inactive = mostly below about 18%;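 note: 0% = cells with DMSO and 100% = no-cell wells with DMSO; some compounds called inactive have numbers as strong as hits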
# V-ATPase pH: regulators of yeast V-ATPase proton pumping, primary screen, pHLuorin cytosolic pH fluorescence | S. cerevisiae | response, % at 10 µM | actives 0.37% (n = 350,000); in the data active = response mostly above about 7.3%, no sharp cut-off; inactive = mostly below about 5.4%; note: actives read high; inactives centre near 0; some compounds called inactive have numbers as strong as hits; reference of the scale not given here
# Wnt bcat act: Wnt/beta-catenin pathway activators, primary screen, cell-based, plate reader, single point. activation, % at 9.35 µM. Wnt/beta-catenin reporter cell assay, activator. AID 743398, 2014. actives 1.2% (n = 300,000); in the data active = activation above about 30%, passing the limit was not always enough; inconclusive = no clear call, values can overlap the other calls;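 note: 0% = neutral control wells and 100% = positive control wells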
# PvdQ acylase: P. aeruginosa PvdQ acylase inhibitors, primary screen, biochemical, fluorescence, plate reader and imaging, single point. AID 488965, 2010. purified PvdQ acylase. actives 0.063% (n = 340,000). PvdQ acylase [Pseudomonas aeruginosa LESB58]. inhibition, % at 10 µM; in the data active = inhibition above about 30%, passing the limit was not always enough; inconclusive = no clear call, values can overlap the other calls;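 note: 0% = vehicle neutral wells and 100% = reference inhibitor wells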
# NSD2 inh: NSD2 histone methyltransferase inhibitors, primary screen, biochemical, AlphaScreen, single concentration, set 2; NSD2 peptide methylation, 120 min; actives 0.54% (n = 310,000); Histone-lysine N-methyltransferase NSD2 (Homo sapiens), O96028; AID 743445, 2014; inhibition, % at 12.5 µM; in the data active = inhibition above about 50%
# HTR5A ag: HTR5A agonists in luminescence cell assay, primary screen, counter-screen for OPRM1-OPRD1 heterodimer agonist project, full-deck HTS | cell-based | activation, % at 9.3 µM | actives 0.61% (n = 340,000) | AID 504692, 2011; in the data active = activation mostly above about 9.5%, no sharp cut-off; inactive = mostly below about 7.6%;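 note: 0% = cells with vehicle only and 100% = reference agonist; strong numbers were not always called active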
# * = called active by the depositor; ? = inconclusive; · = not tested or not shown.
# Every second line gives: dFosB act | CDK5 p35 inh | MITF act | SR-BI DiI inh | HTR5A inv ag | V-ATPase pH | Wnt bcat act | PvdQ acylase | NSD2 inh | HTR5A ag
- COC(=O)C1C(=O)C2=C(CC1C)Nc1ccccc1NC2c1ccc(C)s1 (centres undefined)
  -5 | -1.5 | 15 | 0 | -2 | · | -2 | -2 | -3 | 3
- O=C1CC(N2CCN(c3ccc(S(=O)(=O)N4CCOCC4)cc3)CC2)C(=O)N1Cc1ccccc1 (centres undefined)
  3 | -0.6 | 3 | 5 | -16 | 1 | -1 | -3 | 2 | -1
- Cc1ccc[n+](C(C(=S)NCc2ccco2)=C([O-])c2ccccc2Cl)c1
  -3 | -0.3 | 8 | · | 23 | -3 | -2 | -14 | 1 | -6
- COc1ccccc1C(=O)OCc1c(F)cccc1Cl
  -10 | 1.0 | -6 | 2 | -20 | 0 | · | -7 | -12 | 2
- CC(C)CN(CC(C)C)C(=O)CS(=O)(=O)Cc1ccccc1
  6 | -0.6 | -3 | 1 | -34 | 0 | · | -16 | 0 | 13
- CCOC(=O)N1CCC(NC(=S)Nc2ccc3nc(N4CCN(CC)CC4)cc(C)c3c2)CC1
  -4 | 1.2 | -15 | · | 17 | -1 | -1 | 4 | 16 | 12
- COc1cccc(NC(=O)Nc2ccc(C(C)(C)C)cc2)c1
  1 | -0.3 | 61 | 19 | -11 | -3 | 10 | -12 | -2 | 4
- CC(CCc1ccccc1)NC(=O)CCc1cn(C)c2ccccc12 (centres undefined)
  0 | 0.2 | -15 | 9 | 2 | 3 | 3 | -3 | · | -1
- CC(C(=O)Nc1ccccn1)N1C(=O)C2C3C=CC(C3)C2C1=O (centres undefined)
  1 | -0.1 | 10 | -22 | 6 | -5 | -10 | -9 | -2 | 5
- Cc1[nH]c(C)c(S(=O)(=O)N2CCN(c3cccc(C(F)(F)F)c3)CC2)c1C(=O)N1CCCCC1
  -8 | -0.3 | -2 | 6 | -22 | 7 | -2 | -15 | 6 | -3
- CCN(C(=O)CSc1nnc(-c2ccco2)n1C)c1c(N)n(Cc2ccccc2)c(=O)[nH]c1=O
  -4 | 1.9 | 4 | -21 | 8 | -1 | 1 | -19 | -2 | -2
- COc1ccc(NC(=O)CSc2nncn2N)c(OC)c1
  -4 | -0.4 | 1 | 4 | -17 | -1 | 2 | -19 | -1 | 1
- COC(=O)CSc1nnc(CNC(=O)c2cccc(C)c2)n1-c1ccccc1OC
  -7 | -1.9 | 1 | -23 | 6 | -3 | · | -6 | 5 | -2
- C/C(=N\NC(=S)Nc1ccc(F)cc1)c1ccc2c(c1)OCCO2
  -8 | -0.8 | 11 | 3 | -8 | 0 | 1 | 8 | -6 | 3
- COc1ccc(NC(=O)C(=S)N2CCCC2)cc1
  -4 | 0.0 | 16 | 45 | 13 | 3 | 10 | 4 | -3 | 0
- Cc1nn(CCC(=O)O)c(C)c1C
  -6 | -0.6 | 5 | 9 | 9 | -3 | · | -11 | 1 | 0
- Cc1ccc(S(=O)(=O)NCCC(=O)NCCCSc2ccccc2)cc1
  -7 | -0.5 | 0 | -20 | -14 | 0 | -3 | 13 | 1 | 5
- COc1cccc(CN2CCN(Cc3ccco3)CC2)c1
  3 | -0.9 | 12 | -1 | -1 | -2 | 2 | -11 | -3 | 0
- COc1cccc(C(=O)Nc2cccc(S(=O)(=O)NC3=NCCC3)c2)c1
  -3 | -0.1 | -4 | 12 | 0 | 0 | -2 | -15 | 0 | 0
- COc1ccc(-c2cc(C(=O)NCc3ccco3)c3ccccc3n2)c(OC)c1
  -6 | -0.6 | -5 | 58 | 7 | -1 | -2 | -6 | -2 | -1
- CN1C(=O)CSc2ccc(NC(=O)N3CCN(c4ccccn4)CC3)cc21
  -11 | -0.3 | -13 | 38 | -2 | 3 | 3 | -3 | 0 | 1
- CCOC(=O)c1sc(NC(=O)Nc2ccc(Cl)cc2)nc1C
  -4 | -2.1 | · | 18 | -3 | 2 | 39* | -9 | 2 | 1
- COc1ccc(-c2nnn(CC(=O)N(CCO)C(C(=O)NC3CCCC3)c3ccc(F)cc3)n2)cc1 (centres undefined)
  0 | -0.2 | -5 | 10 | -35 | 5 | · | -13 | -1 | -5
- CN(C(=O)Nc1ccc(Cl)c(Cl)c1)c1ccccc1C(=O)O
  1 | 0.9 | 1 | -9 | 8 | 4 | · | -3 | 0 | -4
- O=C(CCc1nc(-c2ccccc2)no1)Nc1cccnc1
  3 | 0.8 | 2 | -14 | 1 | 1 | 0 | -18 | 22 | 0
- CC(=O)NC(c1ccc(C)cc1)c1cc([N+](=O)[O-])c2cccnc2c1O (centres undefined)
  -17 | -1.0 | 5 | -17 | 11 | -1 | -2 | 6 | 2 | -4
- CCN(CC)CCN1C(=O)C(O)=C(C(=O)c2ccco2)C1c1ccccn1 (centres undefined)
  -1 | 0.0 | -8 | -18 | -10 | -2 | 7 | -4 | 6 | 0
- CSc1nc(N2CCOCC2)c2c3c(sc2n1)CCC3
  -9 | 1.3 | -5 | 29 | -24 | -3 | -2 | -10 | 4 | 2
- O=C(Nc1nnc2n1CCS2)c1ccc(Br)o1
  -7 | · | 7 | -16 | -1 | -3 | -1 | 1 | 3 | 0
- O=[N+]([O-])c1ccc(O)c(C=Nc2ccc3c(c2)OCCO3)c1
  2 | 1.4 | -47 | -4 | 16 | -3 | · | -13 | 0 | -2

# A draw from above in order of formula weight, largest number first.
# Every second line gives: dFosB act | CDK5 p35 inh | MITF act | SR-BI DiI inh | HTR5A inv ag | V-ATPase pH | Wnt bcat act | PvdQ acylase | NSD2 inh | HTR5A ag
- COC(=O)CSc1nnc(CNC(=O)c2cccc(C)c2)n1-c1ccccc1OC
  -7 | -1.9 | 1 | -23 | 6 | -3 | · | -6 | 5 | -2
- CC(CCc1ccccc1)NC(=O)CCc1cn(C)c2ccccc12 (centres undefined)
  0 | 0.2 | -15 | 9 | 2 | 3 | 3 | -3 | · | -1
- O=C(CCc1nc(-c2ccccc2)no1)Nc1cccnc1
  3 | 0.8 | 2 | -14 | 1 | 1 | 0 | -18 | 22 | 0

# Additional structures:
canonical_smiles,dFosB act,CDK5 p35 inh,MITF act,SR-BI DiI inh,HTR5A inv ag,V-ATPase pH,Wnt bcat act,PvdQ acylase,NSD2 inh,HTR5A ag
O=C(O)C1CCN(c2ccccc2[N+](=O)[O-])CC1,-10,0.8,-6,·,-11,5,1,-10,·,-5
O=C(NCCC(NS(=O)(=O)OCC(Cl)(Cl)Cl)c1ccccc1)C(F)(F)F (centres undefined),0,-1.2,-5,-10,9,1,0,-11,·,3
COC(=O)CNC(=O)c1ccccc1F,-1,0.5,-5,-4,-2,-1,-3,19,-2,-4
Cc1cc(O)c(C(C)C)cc1N=Nc1ccccc1C(=O)O,2,0.1,-3,4,4,-3,0,6,10,-4
CCCn1c(=O)c(C(=O)NNC(=O)c2ccc(Cl)cc2Cl)c(O)c2ccccc21,-5,-0.4,3,-7,-11,-2,4,-17,1,3
O=C(CSc1nnc(-c2cccnc2)o1)Nc1nccs1,4,0.6,45,-22,-10,0,1,-15,-3,-2
COc1cccc(-c2nc(CS(=O)CC(=O)NC3CCCCC3)c(C)o2)c1 (centres undefined),-10,2.7,·,11,-8,-3,-1,6,·,-3
Cc1ccc(-c2noc(CCC(=O)NCC3CCN(Cc4cccc(C)c4)CC3)n2)cc1,-8,-0.9,-5,2,6,-8,·,-4,1,0
Nc1nnc2c(n1)CCCC2,-8,0.2,·,-19,15,2,·,-11,58*,1
Cc1ccc(/C=C/c2nnc(-c3cccs3)o2)cc1,-14,4.7,65,-26,13,3,-1,6,2,-6
COc1ccc2c(c1OC)C(=O)OC2Nc1ccccc1S(=O)(=O)C(F)F (centres undefined),5,-1.4,-8,-3,2,-2,·,-3,-6,0
C=C1CCN([C@@H](CC(C)C)C(=O)NN2CCOCC2)S(=O)(=O)c2ccccc21,3,-3.3,4,-45,-12,3,0,-6,·,6
CCOC(=O)C1CCCN(S(=O)(=O)CCNC(=O)c2ccc3c(c2)OCO3)C1 (centres undefined),-5,1.0,3,-30,-4,1,-4,-3,0,0
Cc1c(Cl)cccc1NC(=O)c1cccnc1,4,1.2,·,-7,4,-4,9,8,-3,-1
OCCNCCCCOc1cccc(Br)c1,0,-1.7,14,1,-10,-1,-2,-15,2,4
COC(=O)[C@@H]1CCCN1Cc1c(C(=O)N2CCCCC2)nc2c(C)cccn12,-9,1.0,-13,-6,13,0,-9,-2,-1,-4
COc1ccc(CNC(=O)c2cc(C(C)=O)c[nH]2)cc1,4,3.5,2,-8,5,-4,0,7,1,-1
O=C(Nc1ccc(NC(=O)c2ccco2)c(Cl)c1)c1cccc([N+](=O)[O-])c1,5,1.6,13,?,-3,0,-2,4,0,1
CS(=O)(=O)N(CC(=O)N/N=C/c1ccco1)c1ccccc1Br,3,-6.1,20,-15,-19,1,0,-28,0,5
COc1ccc(CCNc2ccncn2)cc1OC,-5,-1.8,8,-5,2,-2,·,0,1,2
CN=C1N(C)C[C@@H]2[C@@H]3C(=O)N(Cc4ccccc4)C(=O)[C@@H]3[C@](Cc3ccccc3)(C(=O)OC)N12,-10,11,2,-22,1,0,-3,1,·,0
CC(=O)Nc1ccc(N2CCN(C(=O)c3cccs3)CC2)cc1,-2,-5.2,-6,-13,10,-2,-2,-8,0,5
O=[N+]([O-])c1ccc(OCC2CC(c3ccccc3)=NO2)cc1 (centres undefined),6,-0.3,12,-14,-8,5,8,-13,-4,-3
CC(Sc1nncn1C)C(=O)Nc1ccc2ccccc2c1 (centres undefined),2,-0.7,20,-33,12,1,3,7,0,1
O=C(O)C1CC(=O)n2c(nc3ccccc32)S1 (centres undefined),-5,3.5,5,-6,-4,1,·,-12,0,-3

# Compound profiles (already shown). Order of values: dFosB act	CDK5 p35 inh	MITF act	SR-BI DiI inh	HTR5A inv ag	V-ATPase pH	Wnt bcat act	PvdQ acylase	NSD2 inh	HTR5A ag
# `O=C(Nc1ccc(NC(=O)c2ccco2)c(Cl)c1)c1cccc([N+](=O)[O-])c1` as listed: 5	1.6	13	?	-3	0	-2	4	0	1
# `CS(=O)(=O)N(CC(=O)N/N=C/c1ccco1)c1ccccc1Br` as listed: 3	-6.1	20	-15	-19	1	0	-28	0	5
# `CC(Sc1nncn1C)C(=O)Nc1ccc2ccccc2c1` (centres undefined) as listed: 2	-0.7	20	-33	12	1	3	7	0	1
# `CN=C1N(C)C[C@@H]2[C@@H]3C(=O)N(Cc4ccccc4)C(=O)[C@@H]3[C@](Cc3ccccc3)(C(=O)OC)N12` as listed: -10	11	2	-22	1	0	-3	1	·	0
